# Compound activity deposited in PubChem by National Center for Advancing Translational Sciences (NCATS).
# POLK inh = blocks human DNA polymerase kappa activity. hit rate 0.53% among 400,000. purified Pol kappa, fluorescent DNA synthesis assay, 10 min. Potency, µM (titrated, usually from 107 µM), for the others: top-dose activity, negative = inhibition, usual class: inhibitors. Q9UBT6; further: potency means the concentration at half of the fitted maximal effect; on the % scale 0 is the no-effect control and ±100 the full control effect
#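 Pol kappa 10 nM + cpd, 15 min RT; start w/ substrate 50 nM final; fluorescence kinetic read, 0 and 10 min. Neg ctrl: buffer, no enzyme.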
# Apoferritin bind = binds horse apoferritin like a general anesthetic. P02791. apoferritin/1-aminoanthracene competitive binding, fluorescence. Potency, µM (titrated, usually from 77.5 µM), for inactives: at the top dose activity change, negative = displacement, actives largely listed as inhibitors. hit rate 0.074% among 350,000. AID 485281; further: potency means the concentration at half of the fitted maximal effect; on the % scale 0 is the no-effect control and ±100 the full control effect; nearly all actives have a fitted effect of over 20% in size
# Target sequence (P02791 2-175 limits assumed): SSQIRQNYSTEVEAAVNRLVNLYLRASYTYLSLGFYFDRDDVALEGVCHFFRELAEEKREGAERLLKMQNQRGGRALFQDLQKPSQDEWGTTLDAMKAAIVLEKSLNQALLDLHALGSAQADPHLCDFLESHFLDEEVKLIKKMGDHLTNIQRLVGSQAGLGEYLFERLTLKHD
#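 10 uM apoferritin + 50% sat. 1-AMA, PBS; cpd 10 min RT; Ex380/Em535 endpoint; normalized to free probe vs complex; 4-param Hill fit; propofol titration as pos. ctrl.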
# POLB inh = blocks human DNA polymerase beta activity. P06746. Potency, µM (series often up to 114 µM), for the others: top-dose activity change, negative = inhibition, usual class: inhibitors. hit rate 1.3% among 340,000. AID 485314. Pol beta primer extension/strand displacement, fluorescence kinetic; further: potency means the concentration at half of the fitted maximal effect; on the % scale 0 is the no-effect control and ±100 the full control effect
#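 Values derive from four-parameter Hill fits of normalized kinetic data: reads at 0 and 10 min following addition of 50 nM substrate to 10 nM Pol beta preincubated 15 min with compound.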
# POLI inh = inhibitors of human DNA polymerase iota; AID 588590; hit rate 1% among 390,000; Pol iota fluorescent replication assay, 10 min; Potency, µM (highest dose often 115 µM), inactives show top-dose activity, negative = inhibition, actives largely listed as inhibitors; further: potency means the concentration at half of the fitted maximal effect
#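 Pol iota at 10 nM preincubated 15 min with compounds at room temperature; reaction started with fluorescent substrate, 50 nM final. Fluorescence read kinetically at 0 and 10 min; buffer-only wells as negative control.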
# Pol eta inh = inhibitors of human DNA polymerase eta | AID 588591 | recombinant Pol eta, fluorescent DNA replication assay | Potency, µM (series often up to 114 µM), without a hit: at the highest dose activity change, negative = inhibition, usual class: inhibitors | Q9Y253 | hit rate 1.2% among 390,000; further: potency means the concentration at half of the fitted maximal effect; on the % scale 0 is the no-effect control and ±100 the full control effect
#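 Pol eta (10 nM) was preincubated with compounds for 15 min at room temperature, after which fluorescent replication substrate (50 nM final) was added to start the reaction. Fluorescence was read kinetically at 0 and 10 min.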
# APEX1 inh = APE1 (human) endonuclease inhibition | hit rate 0.35% among 350,000 | P27695 | Potency, µM (doses to about 65.8 µM), for inactives: top-dose activity change, negative = inhibition, hits mostly inhibitors | recombinant APE1, TAMRA/BHQ-2 abasic DNA cleavage fluorescence;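 further: potency means the concentration at half of the fitted maximal effect; plate controls were vehicle for no effect and reference inhibitor for full effect; nearly all actives have a fitted effect of over 55% in size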
# Target sequence (P27695 whole entry, looked up): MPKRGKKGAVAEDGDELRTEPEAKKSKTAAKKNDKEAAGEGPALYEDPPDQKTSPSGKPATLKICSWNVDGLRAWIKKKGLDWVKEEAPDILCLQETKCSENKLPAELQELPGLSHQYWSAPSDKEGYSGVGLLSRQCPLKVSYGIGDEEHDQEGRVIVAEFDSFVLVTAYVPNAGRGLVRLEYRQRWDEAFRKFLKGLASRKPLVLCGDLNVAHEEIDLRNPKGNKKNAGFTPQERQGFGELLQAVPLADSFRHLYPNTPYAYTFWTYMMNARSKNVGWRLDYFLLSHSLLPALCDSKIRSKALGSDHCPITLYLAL
#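 Kinetic fluorescence read (525 ex/598 em nm, three reads 60 s apart) of AP-site incision; signal = third minus first read. Enzyme 0.75 nM, dual-labelled THF duplex 50 nM, compound preincubation 15 min RT.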
# BLM helicase inh = inhibitors of human Bloom syndrome helicase BLM. recombinant BLM DNA unwinding, fluorescence dequenching. Potency, µM (series often up to 56.1 µM), for inactives: at the highest dose activity change, negative = inhibition, most hits filed as inhibitors. hit rate 0.2% among 350,000. AID 2528;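 further: potency means the concentration at half of the fitted maximal effect; plate controls were vehicle for no effect and no enzyme for full effect; nearly all actives have a fitted effect of over 35% in size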
# LDHA inh = LDHA (human) enzyme inhibition; purified LDHA, NADH/diaphorase-resazurin fluorescence; stronger effect = lower value; activity change, % (values are at about 110 or 230 µM); hit rate 0.15% among 480,000; in the data active means activity change below about -30%; inconclusive means mostly about -25% to -30%;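 further: plate controls were DMSO wells for no effect and wells without enzyme for full effect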
#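 LDH5 2 nM; NADH 0.06 mM, pyruvate 0.2 mM; 200 mM Tris pH 7.4, EDTA, Tween-20; 5 min RT. Detection: diaphorase 0.133 mg/mL + resazurin 37 µM, fluorescence ex540/em590 at 0 and 20 min; normalized to enzyme-free and DMSO wells.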
# Glioma ERSR ind = inducers of ER stress response in human glioma cells | hit rate 0.02% among 420,000 | U87-MG GRP78 promoter luciferase reporter, 16 h | Potency, µM, for inactives: top-dose activation, hits mostly activators | AID 602332; further: potency means the concentration at half of the fitted maximal effect; series mostly up to about 76 µM; % of control where 0% means no effect; nearly all actives have a fitted effect of over 35% in size
#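 Stably transfected U87-MG human glioma cells carrying a GRP78-based luminescent sensor were seeded at 1000 cells/well, pin-dosed with compounds and incubated 16 h. Luciferase reagent was then added, and end-point luminescence was read after 10 min at room temperature.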
# Active calls of the source: *; u = inconclusive; x = not tested or not shown; [ ] = remark or other dose. Unless noted, the call rests on the fitted dose curve; in most records, active means well fitted curve in the direction sought with a large enough effect; inconclusive means small, poorly fitted or top-dose-only effect, or another doubt; inactive means no such curve, though single readings can be large; an effect the other way counts as inactive or inconclusive. These rows are one share of the data; rates above refer to the full screens.
SMILES,POLK inh,Apoferritin bind,POLB inh,POLI inh,Pol eta inh,APEX1 inh,BLM helicase inh,LDHA inh,Glioma ERSR ind
COc1ccc(CCNC(=O)C23CN(Cc4ccccc4)CC2C(c2ccc([N+](=O)[O-])cc2)=NO3)cc1 (stereo unspecified),6.7%,-12.5%,-3.1%,26.5%,-22.9%,-6.7%,-1.2%,0.2,-6.1%
O=c1[nH]c2ccccc2nc1C(F)(F)F,-0.1%,11.2%,16.1%,32.6%[activator],-15.0%,4.4%,-3.6%,-7.8,6.8%
Cc1c(NS(=O)(=O)c2ccc(Br)s2)c(=O)n(-c2ccccc2)n1C,0.5%,-14.7%,3.5%,9.3%,-16.6%,4.1%,-3.4%,-3.9,-2.9%
O=C1OCCC1Sc1nnnn1-c1ccc(Cl)cc1 (stereo unspecified),-3.7%,-6.9%,-6.3%,111.9%[activator],4.1%,-2.8%,-0.9%,-12.8,-2.7%
CC(C)C1/C(=N/O)CC(c2ccccc2)NC1c1ccccc1 (stereo unspecified),-2.8%,-5.0%,1.2%,10.6%,-2.8%,1.4%,-0.9%,3.2,-0.3%
C=CCn1c(SCC(=O)c2c(C)[nH]c3ccccc23)nnc1-c1ccncc1,2.1%,-8.6%,11.7%,97.3%[activator],-2.1%,2.3%,-3.0%,-7.5,-1.9%
Cc1ccn(CC(=O)N2CCCC(Nc3ccc(F)c(F)c3)C2)n1 (stereo unspecified),-10.2%,-10.4%,7.0%,24.2%,-11.9%,52.8%,0.4%,0.9,-0.1%
CC[C@H](C)[C@H](NC(=O)[C@H](CCC(=O)O)NC(=O)[C@@H](N)CO)C(=O)N[C@@H](CCC(N)=O)C(=O)N[C@@H](CC(C)C)C(=O)N[C@@H](CCSC)C(=O)N[C@@H](Cc1cnc[nH]1)C(=O)N[C@@H](CC(N)=O)C(=O)N[C@@H](CC(C)C)C(=O)NCC(=O)N[C@@H](CCCCN)C(=O)N[C@@H](Cc1cnc[nH]1)C(=O)N[C@@H](CC(C)C)C(=O)N[C@@H](CC(N)=O)C(=O)N[C@@H](CO)C(=O)N[C@@H](CCSC)C(=O)N[C@@H](CCC(=O)O)C(=O)N[C@@H](CCCNC(=N)N)C(=O)N[C@H](C(=O)N[C@@H](CCC(=O)O)C(=O)N[C@@H](Cc1c[nH]c2ccccc12)C(=O)N[C@@H](CC(C)C)C(=O)N[C@@H](CCCNC(=N)N)C(=O)N[C@@H](CCCCN)C(=O)N[C@@H](CCCCN)C(=O)N[C@@H](CC(C)C)C(=O)N[C@@H](CCC(N)=O)C(=O)N[C@@H](CC(=O)O)C(=O)N[C@H](C(=O)N[C@@H](Cc1cnc[nH]1)C(=O)N[C@@H](CC(N)=O)C(=O)N[C@@H](Cc1ccccc1)C(=O)O)C(C)C)C(C)C,12.1%[60.1 µM],-19.5%,x,x,x,-0.1%,-1.5%,x,-5.5%
CCCCn1c(-c2csc(CC)c2)n[nH]c1=S,-15.9%,-2.4%,-2.4%,10.4%,-16.7%,6.2%,1.0%,-10.9,-4.4%
COc1ccc(CNc2cc(-c3ccccc3OC)ncn2)c(OC)c1,1.7%[60.1 µM],x,x,x,x,-2.4%,-1.5%,x,-1.6%
CC1CCc2cc(F)ccc2N1S(=O)(=O)c1ccc(Cl)nc1 (stereo unspecified),-14.1%,-2.4%,25.9%,13.1%,-28.1%,-3.7%,-5.2%,-4.1,-3.1%
COC(=O)C(C#N)C(=C1C(=O)CC(C)(C)CC1=O)c1ccc(O)cc1 (stereo unspecified),-8.9%,2.3%,-7.6%,-7.3%,-2.6%,-3.3%,-0.4%,-7.4,-0.3%
O=C(/C=C/c1c(F)cccc1Cl)c1ccc(O)cc1,-9.5%,-10.2%,0.0%,u,-23.0%,-10.5%,-7.3%,-1.5,-3.2%
COc1ccc(C2CC(C(F)(F)F)n3nc(C(=O)O)c(Br)c3N2)cc1 (stereo unspecified),-1.2%,-1.3%,4.9%,3.9%,-14.0%,-1.3%,-0.8%,1.3,2.9%
O=C(CC(SCCO)c1ccc2c(c1)OCO2)c1cccs1 (stereo unspecified),4.3%,-7.2%,27.9%,18.9%,-17.7%,-7.0%,-3.9%,-0.8,7.4%
O=C(O)c1ccc(/C=C/c2nc3sc4c(c3c(=O)[nH]2)CCC4)cc1,u,-6.9%,-10.6%,14.1µM*,22.4µM*,u,-2.1%,-0.1,0.8%
O=C(CCCCCNC(=O)N1CCn2c1nc1ccccc12)N[C@H](C(=O)O)c1ccccc1,5.6%,-2.4%,-10.2%,-18.6%,-15.6%,15.2%,1.9%,-19.6,-1.9%
O=C(CN1C(=O)C(=O)N(CCC2=CCCCC2)C1=O)c1c[nH]c2ccccc12,-22.9%,x,x,32.1%[activator],-9.2%,-12.1%,x,1.3,-2.3%
COc1cccc(CC2(CO)CCN(C(=O)NCCc3ccccc3)CC2)c1,0.2%,-9.3%,-7.3%,22.9%,-20.4%,3.0%,-1.1%,-0.5,-4.0%
Cc1ccc(C(=O)NNC(=O)CNc2cccc(Cl)c2)cc1,-1.8%,-3.6%,30.6%,-21.7%,-21.1%,-3.7%,-4.9%,-4.0,-0.1%
CCCC(=O)Nc1cc(-c2nc3cccnc3s2)ccc1C,-11.5%,u,-25.0%,u,2.2%,x,-7.4%,-1.2,-1.7%
Cc1ccc(S(=O)(=O)c2cc3c(=O)n4ccccc4nc3n(C)c2=N)cc1,-2.9%,7.7%,-14.5%,31.0%[activator],-21.4%,7.7%,-0.8%,-1.4,-4.5%
COc1ccc(CCNC(=O)c2cnc(Cl)c(Cl)c2)cc1,-2.3%,2.7%,-16.3%,143.7%[activator],-14.4%,11.4%,-1.3%,-13.0,-1.4%
CCn1cc(CN2CCC(n3nccc3NC(=O)c3cccc(F)c3)CC2)c(C)n1,-13.2%,-6.5%,47.0%,10.3%,-8.1%,-7.0%,2.7%,-8.6,-0.8%
CC(C)CCNC(=O)C1CCN(S(=O)(=O)c2ccc3nc4c(c(C(=O)O)c3c2)CCCCC4)CC1,0.2%,-0.1%,17.8%,29.6%,-5.7%,12.8%,-0.2%,-0.2,-4.8%
CCOC(=O)N1CCN(S(=O)(=O)c2ccc(C)cc2)C1,1.6%,8.3%,11.4%,-16.9%,-6.1%,10.7%,-0.7%,-7.5,-0.5%
Cc1ccc(S(=O)(=O)Oc2ccc3ccc(O)cc3c2)cc1,-5.7%,u,-25.3%,14.8%,-1.8%,24.2%,-10.7%,4.8,3.8%
CC(=O)NC(CCCN1C(=O)c2ccccc2C1=O)c1nnn(C)n1 (stereo unspecified),-10.3%,3.3%,4.1%,20.0%,-15.2%,1.9%,0.6%,-8.9,1.4%
COc1ccc(NC(=O)C(c2ccc(C)cc2)N(C)C(=O)c2cnccn2)cc1 (stereo unspecified),8.6%,-14.3%,6.9%,-2.4%,-12.1%,0.0%,-3.2%,0.6,-1.8%
Cc1ccc(NC(=O)N2CCCn3c(SCC(=O)c4ccccc4)nnc32)cc1,-21.0%,-7.7%,-1.0%,u,-12.2%,-5.8%,-1.1%,-11.4,-2.5%
CCc1ccccc1-n1ncc(C(=O)Nc2ccccc2OC)c1C,-4.0%,-22.9%,-9.3%,105.7%[activator],-7.1%,35.4%,-6.2%,-4.6,-2.5%
CCOC(=O)c1c(C)[nH]sc1=S,-12.0%,-10.9%,28.8%,45.5%[activator],1.3%,-3.6%,0.5%,-16.4,-5.8%
CCCCn1nc2cc(C(=O)NCC3CC3)ccc2c1OCC,8.2%,2.7%,28.0%,10.5%,-1.3%,3.8%,-1.1%,0.6,5.3%
CC1CCCCN1C(=O)Nc1ccccc1Cl (stereo unspecified),4.7%,-12.8%,8.0%,13.1%,-18.1%,8.8%,3.6%,-1.7,-3.0%
COc1ccc(-c2csc3ncn(-c4cccc(C)c4)c(=O)c23)cc1OC,6.3%,-20.9%,6.7%,-13.6%,-16.6%,3.6%,-8.7%,1.8,-0.6%
COc1ccc2nc(SCC(=O)Nc3ccccc3C)[nH]c2c1,-1.1%,-8.2%,3.8%,u,-15.1%,-4.0%,-2.8%,1.9,-1.1%
O=C(CCC1CCCCC1)NCCS(=O)(=O)N1CCN(c2ccc(F)cc2)CC1,8.9%,x,x,30.9%[activator],-10.3%,38.2%,x,-4.4,1.0%
COc1ccc(CSc2nnc(NC(C)=O)s2)cc1[N+](=O)[O-],0.7%,-8.6%,1.7%,13.3%,-6.5%,2.0%,-0.2%,-9.9,-1.8%
O=C(NCC1CCCO1)C1CCN(S(=O)(=O)c2cccc3nonc23)CC1 (stereo unspecified),-1.6%,-8.6%,26.7%,0.7%,-7.0%,-4.8%,0.6%,-3.9,-1.1%
Cc1ccc(-n2cnn(-c3ccc([N+](=O)[O-])cc3[N+](=O)[O-])c2=O)cc1,6.3%,-1.4%,-20.6%,9.1%,-12.3%,35.0%[activator],-3.2%,-0.3,8.1%
Cc1ccc(CC2S/C(=C(/C#N)C(=O)NCc3ccco3)N(c3ccccc3)C2=O)cc1 (stereo unspecified),-7.0%,u,12.8%,10.6%,-7.2%,-1.5%,-5.8%,3.5,-3.7%
